# Bioassay records deposited in PubChem by Sanford-Burnham Center for Chemical Genomics.
# APJ agonist – agonists of human APJ apelin receptor; P35414; CHO-K1 APJ PathHunter beta-arrestin, luminescence; 0% DMSO wells, 100% apelin; activation, % at 20 µM; hit rate 0.11% among 330,000;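 active means activation more than six SD over the plate average, tested at 20 µM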;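 further: 0% = DMSO alone and 100% = apelin-13 at 10 nM; some results filed as inactive read as strong as hits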
#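 Assay system – PathHunter CHO-K1 APJ (AGTRL-1) beta-arrestin reporter cells · Compound – one dose, 20 µM compound, 1% DMSO · Timing – compound 90 min 25 °C, reagent 1 h · Measured by – luminescence from split beta-galactosidase complementation, Galacton Star/Emerald II substrate · Measure – beta-arrestin recruitment to APJ as agonist activity, luminescent signal · Benchmarks – DMSO vs Apelin-13 10 nM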
# CHOP UPR activ – apoptotic UPR (CHOP) activation. AID 449763. CHO-CHOP luciferase reporter, luminescence; percent of tunicamycin response over DMSO baseline. hit rate 0.34% among 330,000. activation, % at 10 µM;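 active means at 10 µM dose, activation of 40% or more, normalized to positive control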;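 further: 100% = tunicamycin at 10 µg/mL and 0% = DMSO alone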
#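 System: CHO-CHOP luciferase reporter cell line | Buffer or medium: F12 medium containing 10% fetal bovine serum | Doses: One dose, 10 µM in 0.5% DMSO | Times: 6 h compound exposure at 37 °C after overnight seeding | Signal: Luciferase luminescence | Read-out: % activation vs tunicamycin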
# CXCR6 block – inhibitors of human CXCR6 receptor | CHO-K1 PathHunter CXCR6 beta-arrestin, luminescence | inhibition, % at 20 µM | hit rate 0.36% among 360,000; in the data active means inhibition above about 34%, passing the limit was not always enough;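 further: antagonist mode with CXCL16 agonist at 10 nM final; 0% = 10 nM CXCL16 with DMSO and 100% = unstimulated wells without agonist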
# tim10-1 inh – tim10-1 yeast growth inhibition. S. cerevisiae tim10-1 ts strain growth, BacTiter-Glo, 24 h. inhibition, % at 20 µM. hit rate 2.2% among 330,000;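 active means inhibition of at least 40%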;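 further: mutant grown at 25 °C; 0% = DMSO wells with yeast and 100% = wells holding no yeast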
# XBP1 UPR activ – activators of adaptive arm of unfolded protein response (XBP1). CHO-XBP1 luciferase reporter, IRE1-XBP1 UPR activation, luminescence; percent of tunicamycin response, DMSO as zero. activation, % at 20 µM. hit rate 0.33% among 330,000;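 active means versus positive control, 20 µM dose yields 30% or more activation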;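 further: 100% = tunicamycin at 10 µg/mL and 0% = DMSO only wells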
#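 Material: CHO cell line with stable XBP1 luciferase reporter; buffer or medium: F12 medium containing 10% fetal bovine serum; compound: single point, 20 µM final compound, 1% DMSO; incubation: 6 h treatment, 37 °C; measured by: glow luminescence from Steady-Glo reagent; evaluation: activation, % of tunicamycin; control set: tunicamycin high, DMSO low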
# Mdm2 MdmX PPI – disrupts the human Mdm2-MdmX interaction | O15151+Q00987 | SaOS-2 split-luciferase Mdm2/MdmX complementation, luminescence | inhibition, % at 8 µM | hit rate 3% among 330,000 | AID 485346;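 active means inhibition of at least 50% at 8 µM in the primary screen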
# Target sequence (O15151 whole entry, looked up): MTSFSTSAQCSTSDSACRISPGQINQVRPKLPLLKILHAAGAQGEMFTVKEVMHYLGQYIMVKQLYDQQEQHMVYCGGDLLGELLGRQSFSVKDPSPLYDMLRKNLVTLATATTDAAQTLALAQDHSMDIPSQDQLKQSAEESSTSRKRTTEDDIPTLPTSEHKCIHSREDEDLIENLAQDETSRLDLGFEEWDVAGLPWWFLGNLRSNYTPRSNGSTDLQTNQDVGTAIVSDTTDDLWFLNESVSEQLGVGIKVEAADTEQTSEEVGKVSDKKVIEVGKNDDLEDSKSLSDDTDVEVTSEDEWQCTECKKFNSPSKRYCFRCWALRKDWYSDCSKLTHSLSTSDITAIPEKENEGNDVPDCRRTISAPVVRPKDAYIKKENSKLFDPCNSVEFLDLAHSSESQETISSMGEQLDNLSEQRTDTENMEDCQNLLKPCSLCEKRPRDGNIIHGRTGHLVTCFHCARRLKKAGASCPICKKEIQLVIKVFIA
# Target sequence (Q00987 whole entry, looked up): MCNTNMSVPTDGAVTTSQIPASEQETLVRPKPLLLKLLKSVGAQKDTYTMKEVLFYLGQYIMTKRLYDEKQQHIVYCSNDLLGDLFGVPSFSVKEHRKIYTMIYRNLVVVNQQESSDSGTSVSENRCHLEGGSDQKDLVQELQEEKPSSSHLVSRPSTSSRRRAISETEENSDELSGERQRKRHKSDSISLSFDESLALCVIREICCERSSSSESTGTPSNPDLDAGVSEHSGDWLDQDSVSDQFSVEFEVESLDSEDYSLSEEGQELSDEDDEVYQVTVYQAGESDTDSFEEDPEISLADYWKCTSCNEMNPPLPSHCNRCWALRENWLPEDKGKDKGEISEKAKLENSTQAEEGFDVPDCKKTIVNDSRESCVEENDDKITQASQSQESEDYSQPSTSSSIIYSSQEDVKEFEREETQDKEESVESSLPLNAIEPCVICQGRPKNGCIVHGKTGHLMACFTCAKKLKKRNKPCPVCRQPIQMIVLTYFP
# tim23-1 inh – growth inhibitors of tim23-1 mutant yeast | hit rate 1.3% among 330,000 | inhibition, % at 20 µM | S. cerevisiae tim23-1 growth, BacTiter-Glo luminescence, 24 h;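 active means growth inhibition of the mutant yeast at or above 50%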;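 further: temperature-sensitive mutant grown at 25 °C; plate controls were DMSO-treated mutant yeast for no effect and medium wells lacking yeast for full effect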
# APJ antagonist – antagonists of human APJ apelin receptor; P35414; CHO-K1 APJ beta-arrestin complementation, luminescence; inhibition, % at 20 µM; hit rate 0.32% among 330,000;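 active means inhibition above about 40% at 20 µM, limit read from the data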;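 further: cells challenged with 10 nM apelin-13 agonist together with compound; plate controls were apelin-13 plus DMSO wells for no effect and DMSO wells lacking apelin-13 for full effect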
# TIM10 inh – inhibits growth of TIM10 yeast strain; S. cerevisiae TIM10 strain growth, BacTiter-Glo luminescence, 24 h; hit rate 1.4% among 330,000; AID 463195; inhibition, % at 10 µM;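 active means inhibition of 40% or more at the single tested concentration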;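 further: wild-type TIM10 isogenic control strain grown at permissive 25 °C; 0% = DMSO yeast wells and 100% = minimal medium wells without yeast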
# An asterisk follows results filed as active; . = not tested or not shown. The list is partial, so the mix of outcomes need not match the whole.
SMILES,APJ agonist,CHOP UPR activ,CXCR6 block,tim10-1 inh,XBP1 UPR activ,Mdm2 MdmX PPI,tim23-1 inh,APJ antagonist,TIM10 inh
CCN(CC)C(C(=O)NC1CCCCC1)c1ccc(C)cc1 (stereo not drawn),-0.9,-1.5,5.3,7.3,-0.5,-9.5,8.4,16.1,8.9
O=C(CNc1ccccc1F)N/N=C/C1CC=CCC1 (stereo not drawn),-0.2,0.7,-2.3,10.8,2.2,28.3,-4.3,7.5,-8.3
COC(=O)c1ccc(-n2c(C)cc(/C=N/Nc3nc(C)cc(=O)[nH]3)c2C)cc1,-3.5,0.0,-2.0,16.1,0.0,-7.8,-2.5,22.0,6.9
O=C(COC(=O)c1cc(=O)[nH]c2ccccc12)NCc1cccs1,-1.0,1.3,6.2,16.6,-1.2,-2.7,3.3,-8.5,2.8
NS(=O)(=O)c1ccc(CNC(=O)c2csc3c2CCCC3)cc1,-1.4,-0.1,-6.9,-4.1,-0.9,-7.0,-0.8,2.8,5.6
Cc1cc2c(cc1S(=O)(=O)NC1CCCCC1C)OCC(=O)N2 (stereo not drawn),-3.1,-0.9,-2.8,27.1,-1.2,16.9,24.1,10.1,8.8
C(=N\N1CCN(c2ccccn2)CC1)/c1ccco1,-3.5,1.5,2.6,-13.8,-0.3,-3.1,-4.2,3.2,-15.7
CCNC(=O)NC(=O)c1csc([N+](=O)[O-])c1,-0.7,-1.1,-3.2,10.5,-1.8,-2.3,12.0,-23.3,6.4
COc1ccc(NC(=O)c2cc([N+](=O)[O-])ccc2N2CCCC2)cc1S(N)(=O)=O,-4.6,1.3,6.5,0.2,-0.7,28.2,6.7,8.6,2.7
COc1ccccc1NC(=O)CCN1C(=O)C2CC=C(Cl)CC2C1=O (stereo not drawn),-5.2,-2.3,1.6,14.1,-1.8,29.5,9.7,7.2,9.5
CN(C)c1cc(-c2ccccc2)nc(-c2ccccc2)n1,0.1,2.4,1.0,8.0,-0.7,15.6,18.2,-3.0,8.1
O=C(CCCC(=O)N1CCCC1)N1CCCC1,-1.2,-1.0,2.9,7.4,-3.7,-6.8,6.6,-19.6,-18.7
COc1cc(/C=N/NC(=O)Cn2cnc3c2c(=O)n(C)c(=O)n3C)ccc1O,-0.9,-1.5,-2.4,5.8,0.2,-14.6,5.1,-20.4,-12.3
O=C1c2ccccc2C(=O)N1CC1c2ccccc2CCN1C(=O)N1CCOCC1 (stereo not drawn),-3.8,4.2,7.5,4.8,-4.2,13.6,10.1,18.6,20.0
C[C@H](NC(=O)c1ccco1)C(=O)NCCc1ccc(S(N)(=O)=O)cc1,-4.1,-1.4,1.4,-16.5,-2.5,28.8,9.1,4.7,1.1
O=C(COC(=O)c1nc(Cl)ccc1Cl)NC1CCS(=O)(=O)C1 (stereo not drawn),-5.0,0.3,-5.0,-16.5,0.4,-1.3,-2.3,-49.9,-1.5
COc1ccccc1N1CCN(C(=O)CSc2nnc(NC(=O)C3CC3)s2)CC1,-2.0,-1.0,-8.8,14.3,-2.3,2.0,6.2,3.5,3.9
NS(=O)(=O)c1ccc(CCNC(=O)C(=O)c2c[nH]c3ccccc23)cc1,1.3,-0.8,-7.9,-5.5,0.2,-5.9,6.4,-6.0,1.4
CC(C)Cn1c(SCC(=O)NCc2ccc(Cl)cc2)nnc1-c1cccc(S(=O)(=O)N2CCOCC2)c1,-3.4,-0.4,-2.2,5.6,-1.1,31.6,-18.7,-27.5,-0.7
C/C(=N\Nc1ccc(C(=O)O)cc1)c1ccc(-n2ccnc2)cc1,-4.0,1.3,2.1,12.8,-1.6,6.1,-6.2,-20.2,-18.1
Cc1nn(C)c(C)c1/C=C(/C(=O)C(C)C)n1cncn1,-4.1,0.7,4.0,-11.1,-2.7,17.5,3.9,1.5,-2.4
NC(=O)c1cc([N+](=O)[O-])ccc1Nc1ccccc1,-0.4,-0.4,9.9,-7.4,0.0,3.5,13.8,-42.7,-8.2
CCOc1ccc(OCCC(=O)N2CCN(S(=O)(=O)c3ccc(OCC)cc3)CC2)cc1,-7.2,1.2,6.0,-10.6,-2.9,22.5,-1.6,4.6,5.2
Cc1c(C)c2cccnc2c2ncccc12,-2.3,10.4,-12.4,38.3,1.4,84.5*,68.5*,-16.7,56.5*
N#Cc1nc(Cc2ccccc2)oc1NCCN1CCOCC1,1.1,-1.2,10.3,-8.8,-1.8,23.6,-5.2,9.7,-6.1

# Next records follow.
SMILES,APJ agonist,CHOP UPR activ,CXCR6 block,tim10-1 inh,XBP1 UPR activ,Mdm2 MdmX PPI,tim23-1 inh,APJ antagonist,TIM10 inh
CC1Cc2ccccc2N1C(=O)CN1CCCCC1 (stereo not drawn),-4.3,0.2,4.3,9.4,-0.1,11.1,2.8,4.4,-19.6
Cc1ccc(-n2nc(C)c3c(C(=O)OCC(=O)N(C)C4CCS(=O)(=O)C4)cc(-c4ccccc4)nc32)cc1 (stereo not drawn),-4.6,-1.1,-0.5,16.8,-3.0,1.4,14.8,-4.8,-8.7
CCOC(=O)C1=C(CN2CCSCC2)NC(=O)NC1c1cc(C)ccc1C (stereo not drawn),0.8,-0.4,7.6,21.6,-4.9,2.6,25.8,15.1,16.6
COc1ccc2[nH]cc(CCNC(=O)c3ccccc3Cl)c2c1,0.8,0.6,7.1,17.1,0.1,22.3,18.0,-0.9,-11.4
CCn1c(SCC(=O)OC)nnc1-c1c[nH]c2ccccc12,-2.7,-1.8,-18.9,7.2,1.3,7.5,5.7,-4.1,1.3
COc1ccc(C(=O)Nc2ccc3ccccc3c2)cc1OC,4.2,10.5,-6.5,-7.5,1.2,-76.7,10.3,5.3,-4.4
O=C(NNS(=O)(=O)c1ccccc1F)c1sccc1-n1cccc1,-3.2,-0.1,-4.2,11.8,-2.7,13.8,-0.4,11.2,15.0
CSc1nc(N(C)NC(=O)c2ccc(Cl)cc2)c2ccccc2n1,-0.4,1.3,3.4,3.1,8.7,62.2*,0.7,0.6,5.0
Cc1ccnn1CCC(=O)N1CCCC(Nc2ccc(F)c(F)c2)C1 (stereo not drawn),-2.0,0.1,-2.8,-5.6,5.2,11.6,0.7,13.8,-2.0
CCN(CC)S(=O)(=O)c1ccc(Cl)c(NC(=O)c2ccc(C#N)cc2)c1,0.7,-1.1,2.2,15.8,0.5,25.2,14.1,13.2,27.2
CCCCCC(=O)NC(NC(=S)NC1CCS(=O)(=O)C1)C(Cl)(Cl)Cl (stereo not drawn),5.0,-0.1,-5.7,6.1,-2.3,11.2,24.5,1.8,16.9
O=C(Nc1ccc(F)c([N+](=O)[O-])c1)C1CC(=O)N(Cc2ccccc2)C1 (stereo not drawn),-2.4,-1.6,4.3,-6.8,-3.3,12.6,0.0,14.9,0.8
O=C(Nc1nnc(SCC(=O)N2CCOCC2)s1)C1CC(=O)N(c2ccccc2)C1 (stereo not drawn),0.1,0.1,1.2,4.9,-1.9,8.5,-3.1,-5.3,-13.7
COc1ccccc1CCNC(=O)Cn1c(=O)oc2ccccc21,-3.6,0.6,2.3,9.3,0.1,12.2,9.7,15.3,8.3
CSc1cccc(NC(=O)c2ccccn2)c1,-5.6,4.5,.,-6.9,-2.3,-49.8,9.7,6.7,10.9
CCOC(=O)Cn1nnc2c(sc3nc4c(c(-c5ccc(Cl)cc5)c32)CCC4)c1=O,0.1,2.0,21.8,29.7,5.4,4.5,26.7,9.7,32.6
O=C(NC(=S)NCc1ccccc1)c1cccnc1,-3.8,-0.9,13.5,12.0,-2.0,12.6,13.1,-3.2,4.5
COC(=O)C1C(=O)c2c(n[nH]c2C)CC1(C)C (stereo not drawn),-2.7,-1.1,5.8,5.8,-2.8,-21.8,6.8,15.0,-4.6
c1ccc(CSc2ccc(-c3ccco3)nn2)cc1,0.3,10.2,-2.9,1.4,4.4,-99.8,30.1,16.5,11.9
O=C(NNC(=O)c1cnccc1C(F)(F)F)c1ccccc1,0.4,1.4,1.7,5.0,-0.7,4.2,9.8,13.5,8.0
O=C1[C@@H]2C(c3cccnc3)=NO[C@@H]2C(=O)N1c1ccc(Br)cc1,-2.9,-0.1,4.0,-6.0,3.0,-11.4,10.9,11.9,3.4
COc1ccc(COC(=O)c2ccc(N3CCCC3=O)cc2)cc1F,-2.4,1.9,5.0,20.5,-1.6,-3.3,2.9,-2.4,-4.0
Brc1ccc2nc(-c3cccs3)c(NCC3CCCO3)n2c1 (stereo not drawn),0.3,2.3,-1.0,-13.5,5.4,-19.0,39.1,-13.5,12.0
CN(C)c1ccc(CNc2ccc3c(c2)ncn3C)cc1,-1.3,1.3,.,8.5,1.7,-1.8,17.1,15.6,-8.9
CCC(C(=O)NN1C(=O)c2ccccc2C1=O)c1ccccc1 (stereo not drawn),-4.2,2.2,-0.8,11.2,0.1,19.0,-3.0,3.5,9.9

# Remaining list, next part
SMILES,APJ agonist,CHOP UPR activ,CXCR6 block,tim10-1 inh,XBP1 UPR activ,Mdm2 MdmX PPI,tim23-1 inh,APJ antagonist,TIM10 inh
Fc1ccc(Br)cc1C1C=C(c2ccc(Br)s2)Nc2ncnn21 (stereo not drawn),-2.1,-0.7,7.4,15.0,-2.6,13.4,16.3,-1.9,21.3
CCCOc1ccc(CNC(=S)N/N=C/c2ccc([N+](=O)[O-])cc2)cc1,1.5,0.7,6.4,24.1,3.4,0.4,-6.0,-102.2,32.8
Cc1cc(C)nc(NC(=O)CSc2ncccn2)n1,-4.6,0.8,.,-3.1,-1.9,10.7,-6.1,-1.9,0.0
CCc1nnc(NC(=O)C2CC(=O)N(Cc3ccco3)C2)s1 (stereo not drawn),4.2,1.3,0.5,5.2,0.1,8.0,8.8,3.7,-8.1
CC(=O)c1cccc(NC(=O)N2CCC(NC(=O)c3ccco3)CC2)c1,1.5,0.4,-5.4,3.9,3.5,-13.9,11.3,1.3,-1.3
C(=N\Nc1nc2ccccc2s1)/c1ccccn1,-2.3,-9.6,.,37.5,-8.9,94.4*,58.2*,33.9,24.5
Cc1cc(C)c(NC(=O)CCN2CCN(Cc3ccccc3)CC2)c(C)c1,-0.1,-1.0,-2.0,-8.0,-3.2,-5.5,-1.2,8.0,6.4
Cc1cc(C(=O)OCC(=O)NCc2ccccc2)c2ccccc2n1,-0.6,2.1,-7.4,-14.8,-0.3,17.1,-2.1,2.9,-9.1
Cn1c2ccccc2c2cnn(CC(=O)N3CCCCC3)c(=O)c21,-0.8,0.7,5.9,-3.9,-0.8,-19.6,6.2,-2.3,-20.5
COc1cccc(/C=N/Nc2ccc([N+](=O)[O-])cc2)c1O,-2.7,4.0,12.4,-1.2,5.2,-234.1,-4.3,14.9,29.3
